# PhoP inhibition – inhibitors of PhoP regulon expression, primary screen, Salmonella Typhimurium, GFP reporter (AID 1863); S. Typhimurium PhoP-regulated promoter GFP reporter, 4 h; higher % means a stronger effect; inhibition, % at 50 µM; hits with a dose series show IC50 in µM; 300,000 tested, 0.16% active;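 active = inhibition over 29.93%, a cutoff 3 SD above the screen mean, later confirmed by dose response; inconclusive = inhibition over 29.93% but no dose response follow-up; inactive = inhibition at most 29.93% or unconfirmed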;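 note: 0% = low Mg2+ inducing control and 100% = high Mg2+ repressing control; strong numbers were not always called active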
# Large T inhibition – SV40 large T antigen inhibitors, biochemical (AID 1903) | 310,000 tested, 0.39% active | inhibition, % at 20 µM; hits with a dose series show IC50 in µM | SV40 large T antigen ATPase/helicase inhibition assay; higher % means a stronger effect; in the data active = a potency from the dose series; inconclusive = inhibition mostly from about 32% at the one dose, without a potency; inactive = the rest, 99 in 100 with inhibition below about 32%; note: strong numbers were not always called active
# RSV antiviral HEp-2 – inhibition of RSV-induced cytopathic effect – HEp-2 cells, primary 10 µM value included (AID 2391); HEp-2 cells, RSV-induced CPE inhibition; higher % means a stronger effect; one-dose CPE inhibition, % at 10 µM; IC50 in µM for titrated hits; 310,000 tested, 0.13% active; in the data active = a potency from the dose series; inconclusive = CPE inhibition mostly from about 23% at the one dose, without a potency; inactive = the rest, 99 in 100 with CPE inhibition below about 21%; note: strong numbers were not always called active
# West Nile antiviral – inhibition of WNV-induced cytopathic effect – cell-based, CPE readout (AID 1621) | West Nile virus-infected cells, CPE inhibition; higher % means a stronger effect | one-dose CPE inhibition, % at 10 µM; IC50 in µM for titrated hits | 290,000 tested, 0.02% active; in the data active = a potency from the dose series; inconclusive = CPE inhibition mostly from about 3.7% at the one dose, without a potency; inactive = the rest, 99 in 100 with CPE inhibition below about 2.2%; note: strong numbers were not always called active
# T cell modulator – T cell immune modulation candidate; 330,000 tested, 0.068% active; calls only at 7 µM; 2C CD8+ T cell-vesicle binding, flow cytometry; stronger effect = lower value;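 active = response, share of CD8 T cells binding vesicles, and their 90th percentile fluorescence all below set limits, cut at about 80% in these data, passing the limit was not always enough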
#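 incubation = binding step 1.5 h, 37 °C, antibody labelling 20 min, ice | test system = 2C mouse CD8+ T cells | read-out basis = percent CD8+ FL2 mean versus row control | controls = Peptide-free naked vesicles (low) and QL9 vesicles with 0.7% DMSO vehicle (high) | detection = flow cytometry of vesicle-bound cells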
# Dengue-2 NS5 capping – Dengue-2 NS5 methyltransferase inhibitors, primary screen, biochemical, confirmation dose response (AID 588689); Dengue-2 NS5 methyltransferase capping enzyme assay, biochemical; higher % means a stronger effect; one-dose inhibition, % at 25 µM; IC50 in µM for titrated hits; 340,000 tested, 0.3% active; in the data active = a potency from the dose series; inconclusive = inhibition above about 29% without an active follow-up result
# NTR1 agonist – NTR1-driven beta-arrestin-GFP spot formation – imaging, U2OS cells, high content, primary screen (AID 493036). P30989. agonist mode. activation, % at 20 µM. 330,000 tested, 0.17% active;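 active = activation at or above 40% of the spot to cytoplasm intensity ratio, with at least 20 cells analyzed; inconclusive = wells under 20 cells, flagged as cytotoxic or low count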;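 note: 0% = DMSO without peptide and 100% = 100 nM NTR1 peptide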
# Target sequence (P30989 whole entry, looked up): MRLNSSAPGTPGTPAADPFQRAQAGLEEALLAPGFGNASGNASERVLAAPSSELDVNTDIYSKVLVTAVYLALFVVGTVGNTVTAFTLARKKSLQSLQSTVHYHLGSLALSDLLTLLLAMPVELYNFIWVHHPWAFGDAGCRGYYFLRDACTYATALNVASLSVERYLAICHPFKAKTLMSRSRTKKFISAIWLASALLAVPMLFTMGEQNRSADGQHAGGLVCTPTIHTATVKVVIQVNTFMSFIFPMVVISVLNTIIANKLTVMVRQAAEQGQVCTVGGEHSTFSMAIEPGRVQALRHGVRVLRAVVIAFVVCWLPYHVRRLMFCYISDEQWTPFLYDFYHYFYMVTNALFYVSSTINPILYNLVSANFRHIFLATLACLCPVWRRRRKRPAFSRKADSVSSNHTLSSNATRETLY
# MgcRacGAP inhibition – MgcRacGAP GTPase-activating activity inhibitors, confirmation, biochemical, ADP Hunter fluorescence; AID 624330; 340,000 tested, 0.6% active; MgcRacGAP-stimulated Rac1 GTP hydrolysis, ADP Hunter fluorescence; higher % means a stronger effect; GST-tagged Rac1 F28L mutant substrate; one-dose inhibition, % at 30 µM; IC50 in µM for titrated hits;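 active = first-screen hits whose inhibition reached a set limit at any dose in the follow-up dose series; inconclusive = inhibition above the set first-screen limit but never retested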;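 note: fluorescence reports GDP produced by GAP-driven GTP hydrolysis; strong numbers were not always called active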
# K1F lysis inhibition – inhibition of K1F phage lysis, E. coli UTI89, bacterial capsule biogenesis inhibitors, alamar blue (AID 488966). E. coli UTI89 K1F phage lysis, alamar blue, 2 h; higher % means a stronger effect. inhibition, % at 100 µM; hits with a dose series show IC50 in µM. 340,000 tested, 0.02% active;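 active = phage lysis inhibition, versus mean bacterial control, above a set limit; inconclusive = no clear call, values can overlap the other calls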;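 note: capsule biogenesis inhibitors block K1F phage lysis so surviving cells raise fluorescence; higher fluorescence means more inhibition of phage lysis; actives were called in the ten point dose series up to 300 µM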
# T cell modulator vesicle-bound % – further read-out of T cell modulator, marked with its call; double positive events, %; measured here: CD8+ vesicle-bound cell fraction;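 binding gate set so that unloaded-vesicle control wells show 10% double positive cells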
# NTR1 agonist cell count 20 µM – also measured in NTR1 agonist; calls as there; cell count; measured here: cell count, cytotoxicity flag
# Dengue-2 NS5 capping pilot replicate – further read-out of Dengue-2 NS5 capping, marked with its call; inhibition, %; measured here: pilot screen replicate inhibition
# Numbers without * were called inactive; i = inactive; ? = inconclusive; . = not tested or not shown; [ ] = remark or other dose.
SMILES,PhoP inhibition,Large T inhibition,RSV antiviral HEp-2,West Nile antiviral,T cell modulator,T cell modulator vesicle-bound %,Dengue-2 NS5 capping,NTR1 agonist,NTR1 agonist cell count 20 µM,MgcRacGAP inhibition,K1F lysis inhibition,others
COc1cccc(/C=C(/C#N)c2ccc(F)cc2)c1OCc1cccc(C(=O)O)c1,-19%,15%,2.3%,1.4%,i,43,-4%,0.7,40,13%,1.0%,
Cc1ccc(OCC(=O)N/N=C/c2cc([N+](=O)[O-])ccc2N2CCCCC2)cc1,6%,8%,2.4%,0.0%,i,43,-3%,13,53,0%,0.2%,
CCOc1ccccc1Cn1c(=O)oc2ccc(C)cc21,3%,23%,-0.7%,-0.4%,i,36,1%,0.7,43,9%,0.1%,
COc1ccc(-c2nnc(SCC(=O)NC(C)c3ccccc3)o2)cc1 (stereo not given),3%,-1%,0.2%,-0.3%,i,42,4%,-2.8,40,0%,5.2%,
O=C(CSc1nnc(-c2ccc3c(c2)OCO3)o1)Nc1c(F)cccc1F,.,.,.,.,i,44,-5%,-1.8,52,3%,1.0%[50 µM],
Cc1cc(C)n2nc(SCC(=O)N3CCCC3)nc2n1,.,.,.,.,i,38,-3%,-1.7,52,-5%,4.0%,
CCC(C)N(C(=O)COC(=O)c1ccccc1SCC(=O)N1CCCC1)C1CCS(=O)(=O)C1 (stereo not given),2%,1%,1.6%,0.0%,i,67,4%,3.3,32,6%,0.0%,
COc1ccc(CC(=O)N2CCN(C(=O)c3ccco3)CC2)cc1,-7%,0%,0.2%,-0.1%,i,41,2%,-0.2,54,4%,1.7%,
O=C(Cc1ccc(-n2c(=O)[nH]c3ccsc3c2=O)cc1)NCc1cccnc1,0%,2%,1.1%,-0.2%,i,7,-1%,1.8,75,-2%,1.8%[50 µM],
O=C(OCC(=O)N1CCN(S(=O)(=O)c2ccccc2)CC1)C1CCC1,.,.,.,.,i,37,-2%,-1.4,44,2%,0.6%[50 µM],
COc1ccc(NC(C)=O)cc1S(=O)(=O)Nc1ccc(S(=O)(=O)N2CCCCC2)cc1,.,.,.,.,i,57,2%,-1.6,58,5%,1.5%,
COc1ccc(CCn2c(-c3ccco3)nc3ccccc3c2=O)cc1OC,-2%,13%,-0.3%,0.5%,i,20,2%,0.2,42,13%,0.2%,
COc1cccc(NC(=O)COC(=O)/C=C/c2ccco2)c1,.,.,0.6%,.,i,32,-2%,-1.9,66,5%,0.3%[50 µM],
Cn1c(=O)c2c(ncn2CC(=O)NC[C@H]2O[C@@H](n3cnc4c(N)ncnc43)[C@H](O)[C@@H]2O)n(C)c1=O,.,.,.,.,.,.,-3%,0.3,55,1%,0.2%,Dengue-2 NS5 capping pilot replicate=3.7
Cc1nnc(SCC(=O)Nc2ccc3c(c2)OCCO3)n1CC1CCCO1 (stereo not given),-5%,14%,1.1%,0.1%,i,58,-1%,0.5,55,5%,0.2%,
CC1CN(S(=O)(=O)c2cccs2)CC(C)O1 (stereo not given),5%,1%,-0.2%,0.0%,i,36,-3%,3.4,37,1%,1.0%,
Cc1c(C(=O)N2CCCCC2)c(S(=O)(=O)NCc2ccc(F)cc2)c(C)n1C,-3%,4%,0.0%,0.4%,i,10,0%,-0.4,54,6%,0.3%,
COCCCNC(=O)CCn1c(=O)c2ccccc2n(CC(=O)NCCC2=CCCCC2)c1=O,-10%,12%,1.8%,0.2%,i,16,-6%,-0.2,65,-7%,-0.1%,
O=C(CNC(=O)c1ccccc1)N/N=C/c1cc(Br)ccc1O,0%,3%,5.8%,-0.4%,i,38,-11%,-1.2,75,-5%,2.5%[50 µM],
N=C(c1ccc([N+](=O)[O-])cc1)N1CCCCCC1,0%,9%,-0.8%,0.3%,i,23,-9%,-0.2,33,3%,0.2%,
CCC(C(=O)Nc1sc(C(N)=O)c(C)c1C(=O)OC)c1ccccc1 (stereo not given),-7%,-2%,15%,-1.3%,i,51,-9%,2.7,53,4%,0.9%,
CCCCCCCN1C(Nc2ccccc2)=NC[C@@H]1Cc1ccccc1,10%,8%,-2.2%,-1.6%,i,24,-3%,5.6,76,14%,1.1%,
CCOC(=O)N1CCc2c(sc3c2c(=O)n(Cc2ccccc2)c(=O)n3Cc2ccccc2F)C1,-5%,3%,11%,.,i,32,-6%,1.1,84,6%,1.8%,
CCOC(=O)C1CCN(CCCSc2ccc(Cl)cc2)CC1,0%,6%,2.0%,-0.6%,i,32,1%,0.0,57,13%,0.4%,
O=C(COC(=O)c1cnccn1)NCc1ccc2c(c1)OCO2,2%,12%,0.3%,0.1%,i,22,-8%,0.8,60,16%,0.1%,

# Next results
SMILES,PhoP inhibition,Large T inhibition,RSV antiviral HEp-2,West Nile antiviral,T cell modulator,T cell modulator vesicle-bound %,Dengue-2 NS5 capping,NTR1 agonist,NTR1 agonist cell count 20 µM,MgcRacGAP inhibition,K1F lysis inhibition,others
COC(=O)Cn1nc(-c2ccccc2)n(-c2ccccc2)c1=S,15%,6%,0.3%,.,i,60,-7%,0.6,58,8%,0.4%,
CCCc1cc(=O)[nH]c(SCC(=O)NC2CCCc3ccccc32)n1 (stereo not given),.,9%,-0.6%,0.6%,i,55,1%,0.5,63,12%,0.1%,
O=S(=O)(Cc1ccccc1)c1cnc2ccccc2n1,-3%,5%,3.7%,?,i,27,-18%,0.4,54,10%,-0.4%,
Cc1ccc(Cn2nnnc2CN2CCC(NC(=O)c3ccc(Br)cc3)CC2)cc1,8%,5%,3.4%,-0.2%,i,37,.,0.8,50,0%,-0.2%,
CC(C)[C@H](N)C(=O)NC[C@H]1CC[C@H](C(=O)N[C@@H](Cc2ccccc2)C(=O)O)CC1,3%,0%,-0.6%,0.2%,i,19,-7%,-1.0,90,2%,-0.2%,
CCC(C)c1ccc(OCCn2cc(/C=N/NC(=O)CSc3nnc(C)s3)c3ccccc32)cc1 (stereo not given),-15%,6%,3.9%,-0.7%,i,6,-9%,-0.2,108,7%,0.4%,
Cc1cccc(N(Cc2ccccc2)C(=O)C2CCN(C(=O)c3ccccc3C)CC2)c1,.,.,2.2%,.,i,27,6%,-0.2,47,5%,0.3%[50 µM],
C=CCOc1cccc(/C=N/NC(=O)CC(=O)NC2CCCCC2)c1,0%,8%,1.7%,-1.0%,i,34,-12%,0.2,47,3%,-0.1%,
CCO[C@@H]1OC(C(N)=O)=C[C@H](C2CCCCC2)[C@H]1CCCO,-2%,-1%,1.1%,-0.5%,i,19,-4%,8.0,92,2%,-1.4%,
O=C(NCCc1nc2ccccc2[nH]1)/C(=C/c1ccc(F)cc1)NC(=O)c1ccco1,-9%,2%,0.0%,0.0%,i,42,-5%,1.1,47,-2%,-0.3%,
O=C(O)c1ccccc1-c1nnc2c(Cl)cc(C(F)(F)F)cn12,0%,7%,1.8%,-0.3%,i,57,-6%,-0.6,51,5%,0.4%,
CCOC(=O)Cc1csc(NC(=O)CSC2=NCCS2)n1,2%,11%,0.5%,-0.1%,i,53,-7%,1.0,56,0%,0.7%[50 µM],
COc1ccc2nc(SCC(=O)NC3CCCCC3C)[nH]c2c1 (stereo not given),.,.,0.8%,.,i,20,-12%,1.6,75,6%,-0.3%[50 µM],
CCCn1c(=O)n(CC(=O)NCC2CCCO2)c(=O)c2c3c(sc21)COC(C)(C)C3 (stereo not given),8%,3%,0.8%,-0.8%,i,7,-5%,0.5,72,8%,0.2%,
CCC(=O)c1ccc(OCC(=O)Nc2ccc3nc(C)sc3c2)cc1,-6%,21%,1.6%,0.0%,i,35,-5%,0.5,43,4%,0.1%,
O=C(COC(=O)/C=C/c1ccccc1[N+](=O)[O-])Nc1ccc(S(=O)(=O)N2CCOCC2)cc1,.,.,.,.,i,22,-4%,1.7,59,2%,0.1%,
CCc1ccccc1NC(=S)NNC(=O)c1ccccc1Cl,-5%,14%,3.1%,-0.3%,i,45,-2%,0.5,32,6%,-0.3%,
O=C(COc1ccccc1)NNc1nc2c(F)cccc2s1,-6%,6%,4.2%,1.3%,i,41,-2%,0.5,32,3%,-0.3%,
C/C(=N/NC(=O)c1ccccn1)c1c[nH]c2ccccc12,17%,10%,1.4%,0.7%,i,56,-1%,2.8,50,-2%,-1.7%,
COc1ccccc1C(c1nnnn1CS(=O)(=O)c1ccc(C)cc1)N1CCSCC1 (stereo not given),-11%,2%,1.2%,-0.5%,i,10,-4%,2.3,57,4%,1.1%,
COc1cccc(NC(=O)C(Sc2nc3ccccc3c(=O)n2CC(C)C)c2ccccc2)c1 (stereo not given),-13%,-1%,1.3%,-0.6%,i,63,-15%,0.7,74,11%,0.1%,
O=C(Cn1ncc2c3ccccc3n(Cc3ccccc3)c2c1=O)N1CCN(c2ncccn2)CC1,2%,4%,5.3%,2.7%,i,26,-6%,-0.3,95,10%,2.1%,
CC(C)N(Cc1cnn(C)c1)Cc1nc(Cc2ccccc2Cl)no1,3%,14%,3.2%,0.8%,i,44,-8%,-0.2,56,3%,0.3%,
Cc1cc(C)n(C(=O)c2ccc(S(=O)(=O)NCC3CCCO3)cc2)n1 (stereo not given),-13%,2%,1.0%,-0.1%,i,52,1%,-0.4,50,5%,1.2%,
CCCNC(=S)N1CCN(Cc2ccc3c(c2)OCO3)CC1,3%,16%,-2.0%,0.0%,i,17,-12%,-0.1,55,24%,-1.7%,
O=C(OCn1ncc(Br)c(Br)c1=O)c1ccc(F)cc1,6%,13%,-2.0%,-2.0%,i,40,-41%,-2.0,41,13%,-8.6%,
Cc1ccc(-c2nc3sc4c(N)ncnc4c3c3c2CCCC3)cc1,9%,3%,-0.1%,0.6%,i,52,4%,6.3,67,1%,-0.4%,Dengue-2 NS5 capping pilot replicate=1.5

# Random excerpt: 2 compounds from above
SMILES,PhoP inhibition,Large T inhibition,RSV antiviral HEp-2,West Nile antiviral,T cell modulator,T cell modulator vesicle-bound %,Dengue-2 NS5 capping,NTR1 agonist,NTR1 agonist cell count 20 µM,MgcRacGAP inhibition,K1F lysis inhibition,others
COc1cccc(NC(=O)C(Sc2nc3ccccc3c(=O)n2CC(C)C)c2ccccc2)c1 (stereo not given),-13%,-1%,1.3%,-0.6%,i,63,-15%,0.7,74,11%,0.1%,
O=C(Cn1ncc2c3ccccc3n(Cc3ccccc3)c2c1=O)N1CCN(c2ncccn2)CC1,2%,4%,5.3%,2.7%,i,26,-6%,-0.3,95,10%,2.1%,

# Screening results from PubChem BioAssay.
